DT40 TDP1 CPT – qHTS for Inhibitors of human tyrosyl-DNA phosphodiesterase 1 (TDP1): qHTS in cells in presence of CPT; chicken DT40 Tdp1-/-;hTDP1 cells + 20 nM CPT, ATP luminescence, 48 h; Potency, µM (series often up to 46.2 µM), inactives show at the top dose activity change, negative = growth inhibition, hits mostly inhibitors; 12% of 420,000 active; further: nearly all actives have a fitted effect of over 55% in size
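Chicken DT40 Tdp1-/- cells stably complemented with human TDP1 were seeded at 400 cells/well in medium containing 20 nM camptothecin, exposed to pin-transferred compounds, and grown at 37 °C for at least 48 hr. Viability was read as ATP luminescence.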
TDP1 block – qHTS Assay for Inhibitors of Tyrosyl-DNA Phosphodiesterase (TDP1). Tyrosyl-DNA phosphodiesterase 1 (Homo sapiens), Q9NUW8. recombinant TDP1, AlphaScreen DNA substrate cleavage. Potency, µM (top dose mostly 130 µM), inactives show at the highest dose activity change, negative = inhibition, actives largely listed as inhibitors. 0.28% of 350,000 active. AID 485290, 2010; further: nearly all actives have a fitted effect of over 40% in size
Target sequence (Q9NUW8 whole entry, looked up): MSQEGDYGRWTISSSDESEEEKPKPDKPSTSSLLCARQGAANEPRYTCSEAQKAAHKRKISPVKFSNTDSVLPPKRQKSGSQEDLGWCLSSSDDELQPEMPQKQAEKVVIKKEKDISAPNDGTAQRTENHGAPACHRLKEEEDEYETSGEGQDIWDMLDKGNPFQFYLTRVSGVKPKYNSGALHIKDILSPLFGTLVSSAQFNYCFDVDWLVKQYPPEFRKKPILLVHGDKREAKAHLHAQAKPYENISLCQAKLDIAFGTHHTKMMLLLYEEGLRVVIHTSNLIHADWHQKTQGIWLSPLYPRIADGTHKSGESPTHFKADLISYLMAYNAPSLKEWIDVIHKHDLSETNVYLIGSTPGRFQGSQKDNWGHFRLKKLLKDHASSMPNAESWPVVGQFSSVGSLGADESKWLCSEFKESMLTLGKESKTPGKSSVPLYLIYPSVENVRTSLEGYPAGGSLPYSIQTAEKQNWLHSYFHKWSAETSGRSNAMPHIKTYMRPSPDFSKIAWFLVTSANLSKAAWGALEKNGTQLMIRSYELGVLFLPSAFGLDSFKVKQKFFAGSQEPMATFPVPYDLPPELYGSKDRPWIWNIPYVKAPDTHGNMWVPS
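Signal: AlphaScreen proximity between streptavidin donor and anti-FITC acceptor beads on intact substrate. Reaction: Tdp1 1 nM, substrate 15 nM final, 5 min RT after 15 min compound preincubation.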
TDP1 cell noCPT – qHTS for Inhibitors of human tyrosyl-DNA phosphodiesterase 1 (TDP1): qHTS in cells in absence of CPT; DT40 Tdp1-/- hTDP1 cells, no CPT, ATP luminescence, 48 h; Potency, µM (titrated, usually from 46.2 µM), without a hit: at the top dose activity change, negative = growth inhibition, usual class: inhibitors; 15% of 420,000 active; further: nearly all actives have a fitted effect of over 55% in size
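Cells were dispensed at 400 per well, compounds added by pin tool, plates incubated ≥48 hr at 37 °C, then CellTiter-Glo added for 30 min at room temperature before luminescence reading. Line: DT40 Tdp1-/- complemented with hTDP1; camptothecin omitted.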
An asterisk follows results filed as active; ? = inconclusive; . = no result given; [ ] = another dose, or the depositor's remark. The call rests on the fitted dose curve; in most records, active means well fitted curve in the direction sought with a large enough effect; inconclusive means small, poorly fitted or top-dose-only effect, or another doubt; inactive means no such curve, though single readings can be large; an effect the other way counts as inactive or inconclusive. On the % scale 0 is the no-effect control and ±100 the full control effect; potency means the concentration at half of the fitted maximal effect. An unsorted share of the library; about 18% have a hit in one of these screens.

SMILES	DT40 TDP1 CPT	TDP1 block	TDP1 cell noCPT
CC1CCCCN1CCCNC(=O)c1ccc2nc(N3CCCCC3)sc2c1 (configuration not stated)	?	.	?
Cc1nccn1CCCNC(=O)CC1C(=O)NCCN1Cc1ccccc1C(F)(F)F (configuration not stated)	-1%	5%	0%
CC(C)n1c(SCC(=O)Nc2nc3c(s2)CCCC3)nc2c1c(=O)n(C)c(=O)n2C	12µM*	7%	2.9µM*
O=S1(=O)c2cccc3cccc(c23)N1Cc1nnc(-c2ccccc2Br)o1	15µM*	-1%	18µM*
CN(CCOc1ccc(Cl)cc1)C(=O)c1cc(S(=O)(=O)N2CCOCC2)ccc1N1CCCC1	16µM*	3%	21µM*
Cc1nc(NC(=O)/C=C/c2ccccc2)sc1C(=O)Nc1ccccc1Cl	-3%	-4%	-18%
N#CCOC(=O)[C@H](Cc1ccccc1)N1C(=O)c2ccccc2C1=O	2%	.	3%
Cc1cc(C(=O)NC2CCCCCC2)c2ccccc2n1	-14%	0%	-12%
O=C(Cn1cnc2ccccc21)Nc1ccc(C(=O)O)cc1	-3%	2%	2%
O=C(Nc1ccccc1N1CCCC1)c1cccc(Cl)c1Cl	-26%	5%	?

2 of these compounds, set out differently:
O=C(Cn1cnc2ccccc21)Nc1ccc(C(=O)O)cc1
  DT40 TDP1 CPT: -3%	TDP1 block: 2%	TDP1 cell noCPT: 2%

O=C(Nc1ccccc1N1CCCC1)c1cccc(Cl)c1Cl
  DT40 TDP1 CPT: -26%	TDP1 block: 5%	TDP1 cell noCPT: ?

(cont.)
SMILES	DT40 TDP1 CPT	TDP1 block	TDP1 cell noCPT
CCN(CC)C(=O)Oc1ccc2ccccc2c1Br	-6%	-7%	?
Cn1c(SCC2CCCO2)nnc1C1CCN(Cc2ccccc2O)CC1 (configuration not stated)	9%[9.04 µM]	.	-5%
CCc1cc2c(SCC(=O)O)ncnc2s1	?	7%	-20%
CCCS(=O)(=O)NC(=O)C1(C)CCCN(C(=O)c2c(-c3ccccc3)noc2C)C1 (configuration not stated)	-12%	.	-4%
O=C(O)COCC(=O)N1CCc2c([nH]c3ccccc23)C1C(F)(F)F (configuration not stated)	-5%	.	18%
O=[N+]([O-])c1ccc2nc(-c3ccc(Cl)cc3)[nH]c2c1	?	5%	16µM*
CCOc1ccccc1C(=O)NC1CCNCC1	5%	.	21%
O=C(CCl)N1CCN(S(=O)(=O)Cc2ccccc2)CC1	18µM*	1%	4.6µM*
O=S(=O)(c1ccccc1)n1ccc(-c2cnc(-c3ccccc3)s2)n1	?	2%	?
Clc1ccc(CSc2nnc(-c3ccccn3)n2Cc2cccs2)cc1Cl	?	.	18µM*
COc1cccc(NC(=O)C2CCN(C(=O)N3CC(C)Oc4ccccc43)CC2)c1 (configuration not stated)	?	4%	?
CC(=O)N1CCC[C@H]1C(=O)N1CCc2c(cnc(C)c2CNC(=O)/C=C/c2cccs2)C1	-6%[9.04 µM]	.	-3%
O=C(c1ccccc1OCc1ccc(Cl)cc1)N1CCN(c2ccccn2)CC1	23µM*	4%	?
O=C(NCc1ccccc1)C1=C[C@H](c2ccc(Br)cc2)C[C@H](OCCCCO)O1	?	.	?
COc1ccc(NC(=O)CN(C)C(=O)c2cccc(S(=O)(=O)N3CCN(C)CC3)c2)cc1	-3%	-4%	-14%
Cc1ccc2[nH]c(C(=O)O)c(NC(=O)[C@@H]3C[C@@H]3c3ccccc3)c2c1	-2%	.	-9%
CCN(CC)CCNC(=O)c1ccc(Cl)c(S(=O)(=O)N2CCCCCC2)c1	?	2%	?
CC(C)(C)n1nnc(CCc2nnn(C(C)(C)C)n2)n1	-1%	-3%	-13%
CCOc1ccccc1C(=O)Nc1cc(-c2nc3cccnc3s2)ccc1C	8.2µM*	9%	5.2µM*
C=CCn1c(-c2ccc(OC)c(OC)c2)n[nH]c1=S	-4%	6%	1%
CCOC1=C/C(=C/c2c(N)n3nc(S(=O)(=O)CC)sc3nc2=O)C=CC1=O	-4%	2%	-2%
OCCC1CN(Cc2ccn[nH]2)CCN1Cc1ccc(F)c(F)c1 (configuration not stated)	35%[activator]	-4%	1%
O=C(CCSc1ccc(Cl)cc1)NCc1ccncc1	-13%	8%	7%
COCCN(C(=O)CC1CCCC1)c1c(N)n(CC(C)C)c(=O)[nH]c1=O	-20%	1%	-5%
FC(F)(F)c1cc(CCN2C(=S)NC[C@@H]2CC2CCCCC2)cc(C(F)(F)F)c1	?	4%	?
Cc1ccc(NC(=O)c2ccc(Cl)nc2)cc1S(=O)(=O)N1CCOCC1	10µM*	.	8.2µM*
CCCN=C1N(C)C[C@@H]2[C@@H]3C(=O)N(C)C(=O)[C@@H]3[C@](CC)(C(=O)OC)N12	-10%	.	0%
Cc1csc2c(NCCCN3CCOCC3)ncnc12	6%	-1%	1%
NS(=O)(=O)c1cccc(NC(=O)COC(=O)CN2C(=O)c3ccccc3C2=O)c1	-1%	1%	-2%
C[C@@H]1CCCCO[C@H](CN(C)C)[C@H](C)CN([C@@H](C)CO)C(=O)c2cc(NC(=O)Nc3ccc(C(F)(F)F)cc3)ccc2O1	?	.	1%
O=C(Cc1ccc(Cl)cc1)Nc1ccc(N2CCN(C(=O)c3ccco3)CC2)cc1	?	5%	?
COc1ccccc1NC(=O)c1ccc2nsnc2c1	-8%	.	-27%
CC(=O)N1CCN(c2nc3c(F)cc(F)cc3s2)CC1	-22%	0%	-24%
CCOc1ccccc1NC(=O)Nc1ccc(OC)nc1	-4%	.	-28%
COC(=O)C1CCN(C(=O)c2ccc3oc(Cc4ccc(Cl)cc4)nc3c2)CC1	?	4%	?
Cc1ccc2cc(F)c(F)c(F)c2n1	4%	.	-2%
Cc1cc(C(=O)COC(=O)c2ccc(F)cc2F)c(C)n1C1CC1	-17%	7%	-2%
NCCc1c(C(=O)O)[nH]c2ccc([N+](=O)[O-])cc12	-26%	.	15%
Cc1cc(=O)oc2c3c(cc(OCC(=O)NCc4cccnc4)c12)OC(C)(C)CC3	?	.	?
Cc1cc(C)cc(Nc2nc3c([nH]2)c(=O)n(C)c(=O)n3C)c1	?	5%	?
COc1cc(OC)cc(C(=O)N[C@H](C(=O)OCn2nnc3ccccc3c2=O)C(C)C)c1	-26%	-5%	?
CCCCC(CC)CNC(=O)c1[nH]c(C)c(C(C)=O)c1C (configuration not stated)	?	4%	23µM*
CC(C)N(Cc1nccn1C)C(=O)C1CCC(=O)N(CCc2ccccc2)C1 (configuration not stated)	-2%	.	7%
COc1ccc(S(=O)(=O)N2CCOCC2)cc1NC(=O)c1ccc(OCC(C)C)c(OC)c1	?	0%[56.1 µM]	?
CCN(CC(=O)NCc1cccs1)C(=O)c1ccc(N(C)S(=O)(=O)c2ccc(C)cc2)cc1	?	.	?
CCOC(=O)c1nn(-c2ccc(F)cc2)c(=O)c2c(N)scc12	-13%	-3%	-30%
[O-][N+]1=C(c2cccs2)CN(O)C1	0%	5%	-15%
COc1cc(C(=O)NCCNc2nc3ccc(C)cc3cc2C#N)cc(OC)c1OC	-14%	.	?
CN(C)Cc1csc(NC(=O)Nc2cccc(Cl)c2)n1	26µM*	.	18µM*
C/C(=N\NC(=O)c1ccc(-c2ccccc2)cc1)c1ccco1	10%	-7%[0.0935 µM]	?
(continued)
SMILES	DT40 TDP1 CPT	TDP1 block	TDP1 cell noCPT
CC(C)c1ccccc1-n1c(SCC(=O)c2ccc3c(c2)NC(=O)CO3)nc2ccccc2c1=O	18µM*	5%	23µM*
CCCCc1c(-c2ccccc2OC)ncn1Cc1cccc(-c2ccccc2)c1	12µM*	.	6.5µM*
O=C(NCc1ccccc1)N1CCC(n2cnc3cc(F)ccc32)CC1	-29%	4%	-16%
O=C(COc1ccc2c(c1)OCO2)Nc1nnc(Cc2ccccc2)s1	-4%	.	-4%
Cc1ccnc(NC(=S)NC(=O)/C=C/c2ccc(Cl)cc2)c1	-4%	-3%	-15%
O=C(O)[C@H](Cc1ccccc1)NC(=O)N1CCN(c2cccc(C(F)(F)F)c2)CC1	-7%	.	-11%
O=c1c(-c2ccc(F)cc2)nc2cnc(Oc3ccccc3)nc2n1C1CC1	-4%	.	0%
CC(C)CCCCCCNC(=S)Nc1ccc(S(=O)(=O)N2CCOCC2)cc1	16µM*	6%	13µM*
O=C(NC1CCCN(Cc2ccc(Cl)cc2)C1)C1CCC1 (configuration not stated)	9%	5%	15%
CCCn1c2ccccc2c2cnn(CC(=O)NCCCN3CCCC(C)C3)c(=O)c21 (configuration not stated)	2%	2%	0%

Full records, quoted from the list.
CC(C)c1ccccc1-n1c(SCC(=O)c2ccc3c(c2)NC(=O)CO3)nc2ccccc2c1=O in the list: DT40 TDP1 CPT = 18µM*; TDP1 block = 5%; TDP1 cell noCPT = 23µM*
O=C(COc1ccc2c(c1)OCO2)Nc1nnc(Cc2ccccc2)s1 in the list: DT40 TDP1 CPT = -4%; TDP1 block = .; TDP1 cell noCPT = -4%

Following part:
SMILES	DT40 TDP1 CPT	TDP1 block	TDP1 cell noCPT
CCCCOc1ccc(C(NC(=O)OCC)NC(=O)OCC)cc1	-5%	3%	-14%
C1=C(c2ccc3c(c2)CN(Cc2cccn2-c2ncccn2)CCO3)Cc2ccccc21	?	.	0%
COc1ccc(C)cc1NC(=S)NNC(=O)c1c(Br)cnn1C	-25%	1%	?
CC(=O)NN1C(=O)c2ccccc2NC1c1ccccc1 (configuration not stated)	-4%	.	2%
COc1ccc(-c2cc(C(F)(F)F)nc(SCC(=O)NCc3cccs3)n2)cc1	?	3%	?
Cc1ccc(OCCn2cnc3ccccc3c2=O)c([N+](=O)[O-])c1	5%	5%	4%
CC1(C)CC(=O)C=C(c2cccc(Cl)c2O)C1	-21%	0%	-5%
COc1ccc(OCC(=O)OCC(=O)c2ccc(OC)c(F)c2)cc1	3%	-3%	2%
N=C1C(c2nc(-c3ccc(Cl)cc3)cs2)=C(O)CN1CCCN1CCOCC1	26µM*	2%	26µM*
CC(=O)c1ccccc1C(=O)N1CCCC(C(=O)c2ccc(C(F)(F)F)cc2)C1 (configuration not stated)	23µM*	8%	23µM*
CC1CCC(NC(=O)c2ccc(CS(=O)(=O)c3c(Cl)cccc3Cl)o2)CC1 (configuration not stated)	15µM*	7%	?
CN(C)CCn1cnc2c1c(=O)n(C)c(=O)n2C	2%	3%	-7%
CC1=C(C(=O)Nc2ccccc2F)C(c2cccs2)NC(=S)N1 (configuration not stated)	18%	5%	-25%
CCn1c(=O)c(CCC(=O)NCCN2CCOCC2)c(C)c2c(C)nn(-c3ccccc3)c21	21µM*	5%	?
CCOC(=O)c1c(C)c(-c2ccccc2)n(CC(=O)Nc2cc(C)ccc2OC)c1C	?	1%	18µM*
Cc1ccccc1C1CCCN(C(=O)c2cc(COc3c(F)cccc3F)on2)C1 (configuration not stated)	23µM*	-3%	21µM*
COc1ccc(NC(=O)C(F)(OC)C(F)(F)F)c(OC)c1 (configuration not stated)	1%	0%	-7%
CCOc1ccc(S(=O)(=O)Nc2ccccn2)c2ccccc12	-2%	3%	-5%
O=C(O)C1C2CCC(C2)C1C(=O)NCc1ccco1 (configuration not stated)	-75%	-4%	-23%
CCOC(=O)c1ccccc1Oc1c(F)c(F)nc(NCCO)c1F	?	0%	-29%

Retrieved by compound from the list above, 2 records:
SMILES	DT40 TDP1 CPT	TDP1 block	TDP1 cell noCPT
C1=C(c2ccc3c(c2)CN(Cc2cccn2-c2ncccn2)CCO3)Cc2ccccc21	?	.	0%
O=C(NC1CCCN(Cc2ccc(Cl)cc2)C1)C1CCC1 (configuration not stated)	9%	5%	15%

New compounds follow
SMILES	DT40 TDP1 CPT	TDP1 block	TDP1 cell noCPT
COc1cc2c(cc1OC)C(c1cc(OC)c(O)c(OC)c1)CC(=O)N2 (configuration not stated)	16%	8%	0%
Cc1ccc(C)[n+](CC(=O)c2ccc(-c3ccccc3)cc2)c1	2.6µM*	8%	1.8µM*
COc1ccc(NC(=O)CCC(=O)c2ccc(-c3ccccc3)cc2)cc1	-22%	5%	-15%
Cn1c(SCC(=O)c2ccccc2)nnc1-c1cccnc1	-4%	0%	-2%
CN(C)CCCN(C(=O)c1ccco1)c1nc2ccc(F)cc2s1	-19%	2%	?
COCCCNC(=O)c1cc(S(=O)(=O)N2CCC3(CC2)OCCO3)ccc1F	4%	.	-24%
Cn1nc(-c2ccccc2)c(/C=N/O)c1Cl	-11%	-4%	3%
O=C(c1cccc(F)c1)N1CCN(Cc2cccc(Br)c2)CC1	?	.	?

From PubChem
